# PKA kinase inh: blocks human protein kinase A activity; PKA Kemptide phosphorylation, Kinase-Glo ATP luminescence; 0.1% of 65,000 active; P17612; inhibition, % at 6 µM;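 active = inhibition above the screen-wide mean inhibition plus 3 SD, cut at about 21% in these data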; note: many of its hits are not listed in these tables
# ROCK2 inh: ROCK2 (human) kinase inhibition; O75116; purified ROCK2, Kinase-Glo ATP depletion luminescence; inhibition, % at 6 µM; 0.35% of 60,000 active;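 active = inhibition above the screen-wide mean inhibition plus 3 SD, cut at about 18% in these data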;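 note: plate controls were DMSO wells for no effect and Y-27632 control wells after no-enzyme background subtraction for full effect; many of its hits are not listed in these tables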
# Target sequence (O75116 whole entry, looked up): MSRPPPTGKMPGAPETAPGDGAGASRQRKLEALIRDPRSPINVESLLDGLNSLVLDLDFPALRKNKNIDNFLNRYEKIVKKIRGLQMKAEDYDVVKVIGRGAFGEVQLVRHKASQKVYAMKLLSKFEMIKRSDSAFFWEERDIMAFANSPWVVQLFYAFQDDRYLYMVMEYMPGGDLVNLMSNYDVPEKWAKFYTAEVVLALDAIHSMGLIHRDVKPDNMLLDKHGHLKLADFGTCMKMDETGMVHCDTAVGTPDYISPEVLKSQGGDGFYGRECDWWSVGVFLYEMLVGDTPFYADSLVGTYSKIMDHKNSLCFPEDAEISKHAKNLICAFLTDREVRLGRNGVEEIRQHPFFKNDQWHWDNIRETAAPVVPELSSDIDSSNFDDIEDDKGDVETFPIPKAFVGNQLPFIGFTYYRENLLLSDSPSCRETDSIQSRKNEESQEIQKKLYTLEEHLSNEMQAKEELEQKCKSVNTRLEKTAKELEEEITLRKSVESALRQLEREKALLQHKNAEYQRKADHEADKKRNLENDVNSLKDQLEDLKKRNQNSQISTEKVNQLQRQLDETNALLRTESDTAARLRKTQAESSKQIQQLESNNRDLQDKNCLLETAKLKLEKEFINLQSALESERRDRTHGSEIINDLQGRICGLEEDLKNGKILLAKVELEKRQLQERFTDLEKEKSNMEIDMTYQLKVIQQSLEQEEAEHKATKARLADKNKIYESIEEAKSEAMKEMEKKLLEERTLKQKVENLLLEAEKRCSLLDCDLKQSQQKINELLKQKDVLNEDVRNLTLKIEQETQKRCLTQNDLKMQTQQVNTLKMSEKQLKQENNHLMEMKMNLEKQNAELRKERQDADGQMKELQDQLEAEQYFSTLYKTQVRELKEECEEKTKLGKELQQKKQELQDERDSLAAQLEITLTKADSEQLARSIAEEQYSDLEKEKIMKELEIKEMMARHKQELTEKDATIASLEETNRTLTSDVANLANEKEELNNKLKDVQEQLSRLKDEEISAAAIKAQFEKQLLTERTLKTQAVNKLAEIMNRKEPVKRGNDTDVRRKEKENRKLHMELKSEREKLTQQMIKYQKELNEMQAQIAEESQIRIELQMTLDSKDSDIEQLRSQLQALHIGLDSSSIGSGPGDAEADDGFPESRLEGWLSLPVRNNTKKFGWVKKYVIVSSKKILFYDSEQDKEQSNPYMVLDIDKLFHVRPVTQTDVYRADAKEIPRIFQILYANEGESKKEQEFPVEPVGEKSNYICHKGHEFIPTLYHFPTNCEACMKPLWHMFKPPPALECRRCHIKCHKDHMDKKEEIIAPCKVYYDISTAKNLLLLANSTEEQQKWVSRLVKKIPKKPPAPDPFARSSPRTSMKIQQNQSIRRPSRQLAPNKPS
# Fluor 339 460: intrinsic fluorescence of library compounds, ex339/em460 – biochemical, MLSMR library, data from DPM-DC assay, artefact control, profiling panel. compound autofluorescence, ex339/em460 nm, NADH buffer; stronger effect = higher value; 1 = no-compound wells, NADH background. AID 709. fluorescence fold increase at 10 µM. 5.5% of 65,000 active;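 active = at 10 µM, mean starting fluorescence two-fold or more over control wells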;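 note: signal is the first read of a kinetic run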
# NADH coupling: inhibition of NAD/NADH coupling enzymes, library profiling; coupled PK/LDH NADH assays, four targets; 0.02% of 65,000 active; AID 774; IC50, µM (top dose mostly 10 µM), for the others: at the top dose inhibition;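 active = single-dose screening hits from any of four coupled enzyme assays that gave an IC50 when retested across doses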;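 note: the DPM-DC format reads NADH fluorescence rather than 340 nm absorbance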
# HEK293 NFkB inh: lowers PMA/ionomycin-induced NF-kB signal in HEK293 cells | HEK-293 NF-kB luciferase reporter, luminescence | inhibition, % at 3 µM | 0.21% of 62,000 active;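 active = inhibition above the mean of all tested compounds plus 3 SD, cut at about 40% in these data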;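 note: 0% = stimulated DMSO wells and 100% = 10 µM reference inhibitor 5653914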
#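 Reagent: PMA plus ionomycin mix as NF-kB-activating stimulus. Assay system: NF-kB luciferase reporter HEK-293 cells. Technique: luminescence from luciferase substrate reagent. Incubation: 1 h compound pre-incubation, 16 h PMA/ionomycin at 37 °C. Benchmarks: DMSO only as uninhibited control, 10 µM reference inhibitor as full inhibition. Repeats: tested once.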
# Abs 340nm: compound absorbs light at 340 nm; fold change at 10 µM; AID 708; compound absorbance at 340 nm, fold over control; 65,000 tested, under 10 active;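 active = at 10 µM dose, initial 340 nm absorbance at least 2 fold that of control wells; inactive = change under 2 fold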;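 note: initial absorbance extrapolated from kinetic A340 decline of NADH oxidation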
# MMP-13 inhibitor: inhibitors of human MMP13. 0.07% of 65,000 active. inhibition, % at 4 µM. P45452. AID 570. MMP-13 fTHP FRET cleavage, Mca fluorescence;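 active = inhibition above the mean of compound-free control plate wells plus 3 SD, cut at about 14% in these data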;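 note: 0% = DMSO wells and 100% = wells with reference MMP-13 inhibitor after basal subtraction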
# Ecoli tolC: growth inhibitors of E. coli BW25113 tolC mutant; OD615; growth inhibition, % at 10 µM (by protocol); 2.2% of 65,000 active;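 active = growth inhibition at or above a cutoff equal to the mean over every tested compound plus 3 SD, cut at about 60% in these data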;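 note: growth measured after 20 h incubation at 37 °C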
#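 Test system – E. coli BW25113 ΔtolC::kan, tolC deletion mutant strain · Detection – OD at 615 nm · Buffer or medium – LB with kanamycin 50 µg/mL · Times – 20 h compound exposure of bacteria at 37 °C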
# JNK3 inh: inhibitors of human JNK3 kinase; 0.61% of 60,000 active; purified JNK3 kinase activity, HTS; P53779; inhibition, % at 8 µM; in the data active = inhibition above about 17%;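 note: 0% = DMSO and 100% = reference inhibitor; many of its hits are not listed in these tables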
# Active calls of the source: *; . = no result given; [ ] = dose if it differs, or a comment. The list is partial; rates above refer to the full screens.
SMILES,PKA kinase inh,ROCK2 inh,Fluor 339 460,NADH coupling,HEK293 NFkB inh,Abs 340nm,MMP-13 inhibitor,Ecoli tolC,JNK3 inh
CCOc1ccc(-n2ccnc2SCC(=O)Nc2nnc(CC)s2)cc1,-2.0,2.4,1.1,3.0%,14.3,1.01,-2.4,8.0,4.0
NS(=O)(=O)c1ccc(CCNC(=O)C2CCCCN2S(=O)(=O)c2ccccc2)cc1 (stereo unspecified),6.2,1.3,1.02,3.0%,6.6,0.99,-2.7,-7.0,-6.2
O=C1c2ccccc2C(Nc2ccc3c(c2)OCO3)N1Cc1ccc2c(c1)OCO2 (stereo unspecified),6.0,2.6,1.01,4.0%,21.0,0.98,0.9,24.7,0.8
CCN1C(=C2C(=O)c3ccccc3C2=O)C=Cc2ccccc21,.,.,1.01,3.0%,.,1.05,.,0.0,.
COc1ccc(OC)c(N2C(=O)[C@@H]3C(c4ccccc4Cl)=NO[C@@H]3C2=O)c1,6.3,6.8,1.13,10.0%,-4.2,0.99,4.3,-3.5,0.1
CC(=O)N1CCCc2cc(S(=O)(=O)N3CCN(C4CCCCC4)CC3)ccc21,11.0,4.2,1.12,4.0%,0.4,1,3.2,-14.4,0.2
COc1ccc(-n2nc(C(=O)Nc3ccc4c(c3)OCO4)c3c4ccccc4n(C)c3c2=O)cc1,5.0,-1.3,1.23,2.0%,4.9,1.02,1.3,-10.6,0.7
CCc1c(C)c(C#N)c2nc3ccccc3n2c1-n1nc(C)cc1C,2.3,-1.1,1.24,2.0%,.,1.04,2.3,0.7,3.2
Cc1cc(NC(=O)CSc2ccc3nnc(-c4ccccc4)n3n2)no1,1.6,2.5,1.9,4.0%,12.0,1,-19.1,-4.3,3.4
Cc1ccc(NS(=O)(=O)c2cc(C(=O)O)ccc2Cl)cc1,8.8,.,1.04,6.0%,8.6,0.98,8.7,1.6,.
COC(=O)C1=C(C)Nc2ccc(C)cc2S1,-6.7,-0.3,1.04,10.0%,10.5,1.06,4.8,-11.2,-6.8
O=C(c1ccccc1)C1CCc2occc2C1=O (stereo unspecified),8.3,6.3,1.1,1.0%,11.3,1.02,-0.5,4.1,-2.3
CCOC(=O)c1ccccc1NC(=O)CSc1nnc(Cc2cccn2C)n1-c1ccc(C)cc1,4.8,2.9,2.01*,4.0%,14.6,1.01,5.1,32.4,1.2
Cc1cccn2c(=O)c(C=NCc3ccco3)c(Nc3ccc(Cl)cc3)nc12,4.3,2.1,1.02,3.0%,7.9,1.07,6.4,11.8,4.2
Cc1nc2ncnn2c(N2CCCC(C(=O)Nc3ccc4c(c3)CCC4)C2)c1C (stereo unspecified),8.1,.,1.08,5.0%,15.7,1.08,3.1,18.2,.
Cc1ccccc1-n1c(=O)cc(NCC2CCCO2)[nH]c1=O (stereo unspecified),4.8,.,0.96,5.0%,18.9,0.96,-1.1,-19.3,.
O=C(Nn1c(-c2ccccc2)nc2ccccc2c1=O)c1ccco1,-3.0,-0.2,1.06,7.0%,7.5,1.02,-2.8,-15.1,-7.6
CCOC(=O)NCc1ccc2[nH]c(C)cc2c1,7.8,5.6,1.11,2.0%,-5.3,1.04,-0.9,6.2,5.3
CCOc1ccc(N2C(=O)CCC2=O)cc1,-8.5,-6.0,1.11,7.0%,11.2,1.08,5.2,-1.7,-2.0
CN1CCN(c2oc(-c3cccs3)nc2S(=O)(=O)c2ccccc2)CC1,1.0,-2.8,1.1,3.0%,25.8,1.1,1.3,-4.7,8.6
O=C(Cn1cc(C(=S)N2CCOCC2)c2ccccc21)N1CCOCC1,7.1,0.0,1.05,9.0%,15.1,1.1,-1.5,-6.7,0.3
Cc1c(Br)c(C(F)(F)F)nn1CC(=O)NCCN1CCOCC1,-5.7,0.9,1,3.0%,27.3,1,-2.0,-1.2,3.0
O=C(NCc1ccc(F)cc1)C1CCN(S(=O)(=O)N2CCCCC2)CC1,10.0,1.7,1.07,8.0%,12.2,0.99,-0.2,3.7,1.6
Cc1c(C(=O)NCc2cccnc2)sc2nc(-c3ccc(F)cc3)cn12,2.8,0.5,1.07,2.0%,9.3,1.07,2.1,24.6,1.6
N#Cc1c(C(F)(F)F)cc(-c2ccco2)nc1SCc1ccccn1,-3.1,2.5,2.09*,2.0%[fluoresces],3.1,1.04,-20.1,14.3,-6.0
Cc1ccc(NC(=O)CSc2nnc(Cn3c(=O)sc4ccccc43)n2C)cc1,7.1,5.2,1.08,1.0%,12.5,1.01,1.6,-3.4,2.8
Cn1c(=O)cc(OCC(=O)NCCCN2CCN(Cc3ccccc3)CC2)c2ccccc21,0.6,3.3,1.05,2.0%,21.5,1,3.3,-9.4,5.0
Cc1cccn2c(N)c(-c3ccccc3)nc12,5.4,4.3,2.11*,6.0%[fluoresces],5.5,1.1,-62.4[fluorescence artefact?],-8.1,-10.2
CN(C)c1ccc(N/C=C/C(=O)c2ccc(F)cc2)cc1,-2.4,2.3,1,2.0%,-25.5,1.04,4.0,-5.8,-4.1
Oc1oc(-c2ccco2)nc1C=Nc1cccc(Cl)c1,5.6,-1.1,1.04,4.0%,.,1.05,-4.9,11.0,-0.9
COC(=O)Cn1ncc2c3ccccc3n(C)c2c1=O,6.3,2.1,1.93,11.0%,7.7,1.01,-6.5,-25.2,-5.8
O=C(O)CCSc1nc2ccccc2n1CCOc1ccccc1,9.5,6.5,1.1,1.0%,16.9,1.05,-2.4,14.2,6.8
CCOCCCNC(=O)c1[nH]c(C)c(C(C)=O)c1C,-4.1,-1.8,1.09,3.0%,14.1,1,4.8,-24.6,0.0
O=C(Nc1ccccc1C(=O)OCC(=O)N1CCc2ccccc2C1)c1ccco1,5.2,-2.0,1.36,0.0%,13.8,1.05,-3.5,34.1,-1.1
Cn1c(/C(C#N)=C(\O)COc2ccc3ccccc3c2)nc2ccccc21,11.9,1.6,1.37,4.0%,12.6,1.05,3.8,2.9,-0.6
COC(=O)c1ccc(CSc2nc(-c3ccccc3)cs2)o1,5.9,2.1,1.09,5.0%,2.5,1,6.2,7.8,9.7
Cc1ccc(-n2nnc3c(SCC(=O)NCC4CCCO4)ncnc32)cc1 (stereo unspecified),1.7,.,1.07,3.0%,16.0,1.04,4.7,4.5,.
CN(C)c1ccc(-c2nnn(CC(=O)N3c4ccccc4CCc4ccccc43)n2)cc1,-16.6,-12.8,2.61*,0.0%,14.5,1.07,-1.9,16.9,-6.9
CCC(=O)Nc1ccc(C(=O)Nc2ccc3c(c2)OCO3)cc1,1.0,3.5,1.1,4.0%,1.5,1,0.6,-12.8,3.6
Cc1noc(C)c1C(=O)N1CCN(CCc2ccccc2)CC1,-3.8,0.5,1.09,2.0%,11.9,1,-2.7,-23.1,3.6
COc1ccc2nc(Nc3ccc4c(c3)OCO4)sc2c1,6.0,7.5,1.1,4.0%,-49.9,1.03,4.3,-13.0,5.1
C=CCC1CCCCC12NC(=O)NC2=O (stereo unspecified),-4.7,-2.6,1.14,2.0%,12.0,1.06,3.4,-5.0,-5.3
Cc1cc(NC(=O)c2cc(C3CC3)on2)n(-c2ccccc2)n1,4.2,0.6,1.08,3.0%,12.1,1.02,-6.6,5.3,-5.0
O=C(NCCCN1CCN(c2cccc(Cl)c2)CC1)C1CCC(=O)N1Cc1ccccc1Cl (stereo unspecified),7.0,3.8,0.94,6.0%,4.9,0.96,-3.3,6.5,-3.5
O=C(NCc1ccc2c(c1)OCO2)C1CCCN1C(=O)Nc1ccccc1 (stereo unspecified),6.1,7.5,1.11,2.0%,4.8,1.05,-4.1,-12.4,5.2
CCOC(=O)N1CCN(C(=O)c2ccc3c(c2)N(CC)CCS3)CC1,5.2,4.3,2.04*,11.0%[fluoresces],6.1,1.03,-5.4,-0.6,6.8
CN(C)c1ccc(O)c2c1CC1CC3[C@@H](N(C)C)C(=O)C(C(N)=O)=C(O)[C@]3(O)C(=O)C1=C2O (stereo partly specified),-0.4,4.2,1,2.0%,.,1.02,1.0,5.4,0.8
CCC1(C)Cc2c(sc3nc(NC)n(C)c(=O)c23)CO1 (stereo unspecified),12.7,6.6,1.71,4.0%,6.9,1.06,-8.9,-3.2,8.3
COc1cc(C2C(C#N)=C(N)OC3=C2C(=O)CC(C)(C)C3)ccc1OC(=O)N1CCOCC1 (stereo unspecified),-3.9,0.0,1.06,3.0%,7.8,1,-3.5,-8.4,2.9
COC(=O)c1sccc1NC(=O)C1CC=CCC1C(=O)O (stereo unspecified),13.0,9.4,1.15,6.0%,13.0,1.05,-3.6,4.2,28.4*
O=S(=O)(c1cccc(C(F)(F)F)c1)N(CCCN1CCOCC1)Cc1cccs1,1.9,1.3,1.02,11.0%,2.7,1.04,0.6,8.0,2.2
CC(C)(C)c1nnc2sc(SC/C(O)=C(\C#N)c3nc4ccccc4[nH]3)nn2c1=O,4.0,5.8,1.04,6.0%,15.1,1.1,-0.4,3.6,5.4
CCC(C)Sc1nc2c(cnn2-c2ccccc2)c(=O)[nH]1 (stereo unspecified),1.0,5.1,1.07,12.0%,13.1,1.06,1.8,11.0,-4.9
CC(=O)NC1(c2cccc(F)c2)CCN(C(=O)Nc2ccc(C#N)cc2)CC1,2.2,.,1.13,6.0%,-0.8,1.04,4.2,-13.3,.
Cc1c2c(n3c(nc4ccccc43)c1C#N)N(Cc1cccnc1)CC2,9.6,5.7,4.95*,4.0%[fluoresces],1.7,1.05,-52.4[fluorescence artefact?],5.2,3.3
c1ccc2c(c1)oc1c(NCCN3CCOCC3)ncnc12,2.5,7.9,1.2,2.0%,4.0,1.06,1.4,-9.1,-3.6
OC(CNCC1COc2ccccc2O1)COCc1cccs1 (stereo unspecified),2.3,2.6,1.07,3.0%,7.3,1.01,1.4,-13.3,-8.7
CCn1c(C)nc2cc(-c3nc4n(n3)Cc3ccccc3-4)ccc21,-56.6,-81.4,1.14,4.0%,93.1*,1,-30.5,25.2,3.3
O=C(COC(=O)c1ccc(Br)o1)NCCCc1ccccc1,4.4,-0.1,1.1,0.0%,2.9,1.03,-3.3,8.7,-0.2
Cc1cc(C(=O)CN2CC(C)OC(C)C2)c(C)n1-c1ccccc1 (stereo unspecified),-12.5,-0.5,1.11,6.0%,16.9,1.06,-1.0,1.6,8.6

# Full records, quoted from the list.
# `CN(C)c1ccc(O)c2c1CC1CC3[C@@H](N(C)C)C(=O)C(C(N)=O)=C(O)[C@]3(O)C(=O)C1=C2O` (stereo partly specified) in the list: PKA kinase inh = -0.4; ROCK2 inh = 4.2; Fluor 339 460 = 1; NADH coupling = 2.0%; HEK293 NFkB inh = .; Abs 340nm = 1.02; MMP-13 inhibitor = 1.0; Ecoli tolC = 5.4; JNK3 inh = 0.8
# `CCC1(C)Cc2c(sc3nc(NC)n(C)c(=O)c23)CO1` (stereo unspecified) in the list: PKA kinase inh = 12.7; ROCK2 inh = 6.6; Fluor 339 460 = 1.71; NADH coupling = 4.0%; HEK293 NFkB inh = 6.9; Abs 340nm = 1.06; MMP-13 inhibitor = -8.9; Ecoli tolC = -3.2; JNK3 inh = 8.3
# `COC(=O)c1sccc1NC(=O)C1CC=CCC1C(=O)O` (stereo unspecified) in the list: PKA kinase inh = 13.0; ROCK2 inh = 9.4; Fluor 339 460 = 1.15; NADH coupling = 6.0%; HEK293 NFkB inh = 13.0; Abs 340nm = 1.05; MMP-13 inhibitor = -3.6; Ecoli tolC = 4.2; JNK3 inh = 28.4*

# Screening results (PubChem)
